# Assay outcomes deposited in PubChem by National Center for Advancing Translational Sciences (NCATS).
# LDHA block: LDHA (human) enzyme inhibition; purified LDHA, NADH/diaphorase-resazurin fluorescence; stronger effect = lower value; activity change, % (values are at about 110 or 230 µM); 480,000 tested, 0.15% active; in the data active = activity change below about -30%; inconclusive = mostly about -25% to -30%;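 also: plate controls were DMSO wells for no effect and wells without enzyme for full effect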
#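 Remaining NADH was detected by diaphorase (0.133 mg/mL) converting 37 µM resazurin to fluorescent resorufin, read at 0 and 20 minutes. The preceding 5-minute room-temperature reaction used 2 nM LDHA, 0.2 mM sodium pyruvate and 0.06 mM NADH at pH 7.4.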
# PI4K2A block: PI4K2A (human) kinase inhibition | Q9BTU6 | purified PI4K2A, ADP-Glo luminescence, 1 h; stronger effect = lower value | activity change, negative = inhibition, % at 76.9 µM | 420,000 tested, 0.13% active; in the data active = activity change below about -50%; inconclusive = mostly about -30% to -49%;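 also: -100% = wells without enzyme as full effect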
#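 Compounds are screened against recombinant PI4K2A using PI as substrate and ATP, the latter dispensed at 300 microM. Reactions run one hour at ambient temperature before ADP-Glo detection; full inhibition defined by wells lacking enzyme.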
# IDH1 R132H inh: blocks human mutant IDH1 R132H enzyme; Potency, µM (titrated, usually from 76.6 µM), without a hit: at the highest dose activity change, negative = inhibition, usual class: inhibitors; O75874; 390,000 tested, 0.093% active; IDH1-R132H enzyme, NADPH consumption, diaphorase/resazurin fluorescence; also: potency is read from the fitted curve at half-maximal effect; % is scaled to controls: 0 for no effect and ±100 for the full control effect; nearly all actives have a fitted effect of over 65% in size
# Target sequence (O75874 whole entry R132H, stated change not applied): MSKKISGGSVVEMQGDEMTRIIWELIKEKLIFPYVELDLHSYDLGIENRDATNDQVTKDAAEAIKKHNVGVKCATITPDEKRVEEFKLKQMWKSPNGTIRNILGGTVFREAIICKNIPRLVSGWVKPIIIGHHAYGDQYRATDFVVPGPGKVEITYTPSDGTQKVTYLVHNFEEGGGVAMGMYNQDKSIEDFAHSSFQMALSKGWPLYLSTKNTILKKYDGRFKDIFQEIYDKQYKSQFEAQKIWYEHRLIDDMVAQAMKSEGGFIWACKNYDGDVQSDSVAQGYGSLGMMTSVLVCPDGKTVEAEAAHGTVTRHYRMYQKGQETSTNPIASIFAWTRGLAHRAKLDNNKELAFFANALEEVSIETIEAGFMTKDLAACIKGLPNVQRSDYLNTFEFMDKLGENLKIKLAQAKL
#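 IDH1-R132H (0.5 ug/mL dispensed) in pH 7.5 Tris buffer was preincubated 30 min with compound, then given a substrate mix of 0.016 mM NADPH and 2 mM alpha-KG for 80 min at room temperature; remaining NADPH was read by diaphorase/resazurin fluorescence.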
# RXFP1 agonist: RXFP1 (human) receptor agonism | Q9HBX9 | HEK293T-RXFP1 cAMP TR-FRET, 30 min; response scale: percent of porcine relaxin response, buffer zero | Potency, µM (highest dose often 57.5 µM), without a hit: at the top dose activation, most hits filed as activators | 370,000 tested, 0.3% active | AID 2676; also: potency is read from the fitted curve at half-maximal effect; % is scaled to controls: 0 for no effect and ±100 for the full control effect; nearly all actives have a fitted effect of over 60% in size; many of its hits are not listed in these tables
#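 Agonist response is measured as cAMP accumulation in an RXFP1-transfected HEK293T line under PDE4 inhibition. Values are scaled between buffer-only and 29 nM porcine relaxin, and EC50s come from standard Hill equation fits.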
# TrxR1 substrate: is turned over as a substrate by rat TrxR1; Potency, µM (top dose mostly 114 µM), for inactives: at the highest dose activity change, negative = substrate turnover; purified TrxR1 substrate turnover, NADPH consumption readout; 390,000 tested, 0.01% active; O89049; also: potency is read from the fitted curve at half-maximal effect; % is scaled to controls: 0 for no effect and ±100 for the full control effect; nearly all actives have a fitted effect of over 50% in size
# Target sequence (O89049 whole entry, looked up): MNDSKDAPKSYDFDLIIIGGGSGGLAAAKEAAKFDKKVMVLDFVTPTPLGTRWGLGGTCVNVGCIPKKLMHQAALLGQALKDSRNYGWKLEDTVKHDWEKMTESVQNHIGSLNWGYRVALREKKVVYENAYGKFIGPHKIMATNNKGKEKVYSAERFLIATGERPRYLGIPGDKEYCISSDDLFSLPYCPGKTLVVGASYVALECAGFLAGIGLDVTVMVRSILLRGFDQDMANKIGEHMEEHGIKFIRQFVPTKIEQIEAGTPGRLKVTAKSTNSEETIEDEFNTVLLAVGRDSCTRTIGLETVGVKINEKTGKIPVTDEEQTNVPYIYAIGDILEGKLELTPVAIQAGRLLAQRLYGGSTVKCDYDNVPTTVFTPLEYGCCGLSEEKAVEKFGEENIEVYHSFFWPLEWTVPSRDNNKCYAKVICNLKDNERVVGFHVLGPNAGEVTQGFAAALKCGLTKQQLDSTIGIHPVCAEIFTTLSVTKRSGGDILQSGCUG
#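 Rat TrxR1, dispensed at 90 nM, was prereduced with 400 uM NADPH (final) for 5 min at ~22 deg C, then incubated with compound 15 min before 400 uM selenite. A first-read NADPH fluorescence drop versus no-compound background flagged substrates.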
# Glioma ERSR ind: ER stress response induction in glioma; U87-MG GRP78 promoter luciferase reporter, 16 h; Potency, µM, inactives show top-dose activation, hits mostly activators; 420,000 tested, 0.02% active; AID 602332; also: potency is read from the fitted curve at half-maximal effect; series mostly up to about 76 µM; % of control where 0% means no effect; nearly all actives have a fitted effect of over 35% in size
#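 Stably transfected U87-MG glioma cells carrying a GRP78-based luciferase sensor; 16 h compound incubation. Luminescence end-point read 10 min after Bright-Glo addition at room temperature.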
# Vif-A3F inh: Vif-A3F binding inhibition | 390,000 tested, 0.2% active | AID 602313 | Potency, µM (highest dose often 46.1 µM), for the others: top-dose activity, negative = active | HeLa A3F-eYFP + Vif (tagged APOBEC3F with the HIV-1 protein that degrades it), YFP fluorescence increase; also: potency is read from the fitted curve at half-maximal effect; % of control where 0% means no effect; nearly all actives have a fitted effect of over 65% in size
#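 HeLa cells stably expressing Vif plus C-terminally eYFP-tagged A3F were seeded, incubated overnight at 37 deg C, dosed with compound, incubated overnight again at 37 deg C. Yellow fluorescence (Ex 488/Em 500-530) reported blocked Vif-mediated A3F-eYFP degradation.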
# USP1-UAF1 inh: inhibitors of human USP1/UAF1 deubiquitinase | O94782 | recombinant USP1/UAF1, Ub-Rhodamine cleavage fluorescence | Potency, µM (titrated, usually from 57.1 µM), for inactives: at the top dose activity change, negative = inhibition, most hits filed as inhibitors | 390,000 tested, 0.23% active | AID 743255; also: potency is read from the fitted curve at half-maximal effect; % is scaled to controls: 0 for no effect and ±100 for the full control effect; nearly all actives have a fitted effect of over 60% in size; inactives centre near -12
#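 1 nM enzyme complex + cpd, 15 min RT; start with Ub-Rho 150nM final; kinetic fluorescence ex 480/em 540, 6 reads q60 s. Buffer 50mM HEPES pH 7.8, 0.5mM EDTA, 0.1 mg/ml BSA, 1mM TCEP, 0.01% Tween-20.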
# Vif-APOBEC3G blk: Vif-A3G binding inhibition; HeLa A3G-eYFP + Vif (tagged APOBEC3G with the HIV-1 protein that degrades it), YFP fluorescence, overnight; Potency, µM (series often up to 46.1 µM), inactives show at the highest dose activity, negative = active, actives largely listed as inhibitors; 410,000 tested, 0.076% active; AID 602310; Q9HC16;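 also: potency is read from the fitted curve at half-maximal effect; % is scaled to controls: 0 for no effect and ±100 for the full control effect; nearly all actives have a fitted effect of over 60% in size; hits raise eYFP signal because A3G escapes Vif-driven loss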
#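 HeLa cells stably expressing Vif and C-terminally eYFP-tagged A3G, seeded overnight at 37 deg C, then exposed to compound by pintool overnight at 37 deg C. Rise in yellow fluorescence (Ex 488/Em 500-530, Acumen) marks blocked Vif-driven A3G degradation.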
# * = called active by the depositor; ? = inconclusive; / = no result given; & = joins results of further samples; [ ] = another dose, or the depositor's remark. Unless noted, calls follow the shape of the dose curve; as a rule, active = well fitted curve in the direction sought with a large enough effect; inconclusive = small, poorly fitted or top-dose-only effect, or another doubt; inactive = no such curve, though single readings can be large; an effect the other way counts as inactive or inconclusive. An excerpt; count on the stated rates, not on these rows.
compound | LDHA block | PI4K2A block | IDH1 R132H inh | RXFP1 agonist | TrxR1 substrate | Glioma ERSR ind | Vif-A3F inh | USP1-UAF1 inh | Vif-APOBEC3G blk
Cc1cc(C)n2nc(C(=O)OCC(=O)N(CC(C)C)C3CCS(=O)(=O)C3)nc2n1 (centres undefined) | -1 | 13 | 1% | / | -2% | 0% | 1% | -27% | 2%
COc1cc(Cl)nn(-c2ccccc2)c1=O | 0 | -3 | 2% | 0.3% | -3% | -3% | 2% | -11% | -3%
Cc1cccc(OCc2n(CC(=O)OC3CC(C)CCC3C(C)C)c3ccccc3[n+]2C)c1 (centres undefined) | 0 | 4 | 2% | -0.1% | 1%[57.1 µM] | -13% | 0% | -28% | 0%
CC(C)(C)c1ccc(C(=O)NCCCN2CCN(CCCNC(=O)c3ccc(C(C)(C)C)cc3)CC2)cc1 | 0 | 11 | 4% | -0.5% | 1%[57.1 µM] | -13% | 1% | -3% | -1%
Clc1ccc(Nc2c3c(nc4ncnn24)CCC3)cc1 | -2 | 6 | 2% | 9.4% | 1% | 2% | 0% | -22% | -7%
Cc1ccc2nc(-c3ccccc3)cc(C(=O)N3CCc4ccccc4C3)c2c1 | 2 | -1 | -1% | 2.0% | 0% | 2% | 1% | ? | -4%
COc1ccc(S(=O)(=O)NC(=O)C2(C)CCN2C(=O)COc2ccc(Cl)cc2)cc1 (centres undefined) | -2 | -1 | / | / | / | 1% | / | / | 0%
O=C(Nc1ccccn1)c1ccc(Cl)c(S(=O)(=O)N2CCCC2)c1 | -5 | -4 | 1% | -0.8% | -3%[57.1 µM] | -1% | -3% | -22% | 0%
CCc1ccc(CNC(=O)Cn2nc(C)c3nn(-c4ccc(Cl)cc4)c(C)c3c2=O)cc1 | 0 | 0 | 6% | 5.0% | -2%[57.1 µM] | -3% | -26% | -5% | 2%
Cc1occc1C(=O)NCCCCNC(=O)c1ccoc1C | 1 | -4 | 0% | -0.5% | -4% | -1% | 2% | -8% | 3%
O=C1OC(NC(=O)c2ccccc2)C(N2CCOCC2)=C1Cl (centres undefined) | -6 | -1 | -1% | 0.4% | -4% | -2% | -2% | -16% | 2%
O=C(NC1CCC(=O)N(CCOc2ccccc2)CC1)OCc1ccccc1 (centres undefined) | 3 | -2 | 2% | -1.3% | -3%&-10% | -1%&-1% | -14% | -14% | 0%&-1%
CCN(CC)c1ccc(C(=O)N/N=C/c2ccc(OC)cc2OC)cc1 | -4 | -3 | -6% | -1.6% | 5% | -1% | -31% | -18% | -22%
CC(=O)c1c(C)[nH]c(C(=O)NCCN2CCC(C)CC2)c1C | -2 | 7 | 0% | -2.6% | -8% | -4% | -1% | 1% | 0%
Cc1ccc(S(=O)(=O)N(C)C)cc1NC(=O)COc1cccc(-n2cnnn2)c1 | -7 | -1 | 11% | 1.5% | 13% | 0% | ? | -1% | -2%
Cc1c(C(=O)Nc2ccc(Cl)cc2)c2ccccn2c1C(=O)c1ccccc1 | -2 | -1 | -3% | 3.9% | 24%[57.1 µM] | -3% | 2% | -11% | -9%
Cc1cccc(NC(=O)CN2C(=O)C(c3ccc(F)cc3)=NC23CCCCCC3)c1C | 6&-5 | -5 | / | -1.3% | -3% | / | / | -25% | /
Cc1ccccc1NC(=O)CSc1nc2n(n1)CCCCC2 | -2 | 2 | 9% | -1.9% | -5% | -4% | -12% | -12% | 1%
CN(c1ccccc1)S(=O)(=O)c1cccc(NC(=O)CCNC(=O)c2ccc(Cl)cc2)c1 | 3 | 0 | 5% | -2.6% | -8% | -4% | 2% | -16% | -9%
CC(C)/C(=N\NC(=O)Nc1ccccc1)c1ccccc1 | -4 | -2 | -3% | 0.2% | 10% | 1% | 7% | -10% | 0%

# In a second layout: results already given
# Sequence of screens: LDHA block	PI4K2A block	IDH1 R132H inh	RXFP1 agonist	TrxR1 substrate	Glioma ERSR ind	Vif-A3F inh	USP1-UAF1 inh	Vif-APOBEC3G blk
> Cc1ccccc1NC(=O)CSc1nc2n(n1)CCCCC2
 : -2	2	9%	-1.9%	-5%	-4%	-12%	-12%	1%
> CN(c1ccccc1)S(=O)(=O)c1cccc(NC(=O)CCNC(=O)c2ccc(Cl)cc2)c1
 : 3	0	5%	-2.6%	-8%	-4%	2%	-16%	-9%
> CC(C)/C(=N\NC(=O)Nc1ccccc1)c1ccccc1
 : -4	-2	-3%	0.2%	10%	1%	7%	-10%	0%

# The list continues.
compound | LDHA block | PI4K2A block | IDH1 R132H inh | RXFP1 agonist | TrxR1 substrate | Glioma ERSR ind | Vif-A3F inh | USP1-UAF1 inh | Vif-APOBEC3G blk
O=C(COc1ccc(S(=O)(=O)NC2CCCCC2)cc1)Nc1ccc2c(c1)OCCO2 | -6 | 3 | -13% | 0.9% | 4%[57.1 µM] | -1% | 2% | 0% | -1%
CCN1C(=O)[C@H]2[C@@H](c3ccc(-c4ccccc4)cc3)N[C@@](C)(C(=O)OC)[C@H]2C1=O | -3 | 4 | 15% | 0.5% | -3% | -8% | -1% | ? | -1%
CCOc1ccc(NC(=O)CS(=O)(=O)c2cn(C)c3ccccc23)cc1 | 5 | -1 | 8% | 0.5% | 5%[57.1 µM] | -3% | -8% | -16% | 1%
CC(Sc1ccc(Cl)cc1)C(=O)NNC(=O)c1csc(N2CCOCC2)n1 (centres undefined) | -5 | 3 | 2% | 0.0% | -1% | 0% | 3% | 3% | 3%
O=C(Nc1nnc(C2COc3ccccc3O2)o1)c1ccc(F)cc1 (centres undefined) | 1 | 0 | 2% | 1.4% | -9% | -3% | -8% | -17% | -3%
COc1ccc(C(=O)NC(=S)NNC(=O)c2ccc(O)cc2)cc1[N+](=O)[O-] | 4 | 0 | 7% | -1.4% | -1% | 11% | 5% | -18% | 5%
COc1ccccc1C#Cc1cnc2c(c1)C(=O)N([C@H](C)CO)C[C@@H](C)[C@@H](CN(C)C(=O)c1ccc3c(c1)OCO3)O2 | -6 | 9 | -16% | / | / | -4% | -8% | -15% | 1%
COCCC(=O)NC12CC3CC(CC(C3)C1)C2 | -12 | 7 | -2% | 0.9% | 7% | -5% | -10% | -3% | -4%
CCCN(CC(=O)Nc1ccccc1C)C(=O)c1cc(=O)[nH]c2ccccc12 | -9 | 6 | -4% | 0.0% | 9% | 2% | -5% | -2% | -1%
Cc1cc(N2CCN(Cc3nc(-c4ccc(Cl)cc4)oc3C)CC2)cc(C)n1 | -6 | -1 | -2% | 0.0% | -2% | -3% | 0% | 1% | 2%

# Entries of single compounds as entered above:
# Cc1ccc2nc(-c3ccccc3)cc(C(=O)N3CCc4ccccc4C3)c2c1 across the screens: LDHA block = 2; PI4K2A block = -1; IDH1 R132H inh = -1%; RXFP1 agonist = 2.0%; TrxR1 substrate = 0%; Glioma ERSR ind = 2%; Vif-A3F inh = 1%; USP1-UAF1 inh = ?; Vif-APOBEC3G blk = -4%
# O=C1OC(NC(=O)c2ccccc2)C(N2CCOCC2)=C1Cl (centres undefined) across the screens: LDHA block = -6; PI4K2A block = -1; IDH1 R132H inh = -1%; RXFP1 agonist = 0.4%; TrxR1 substrate = -4%; Glioma ERSR ind = -2%; Vif-A3F inh = -2%; USP1-UAF1 inh = -16%; Vif-APOBEC3G blk = 2%

# More records
compound | LDHA block | PI4K2A block | IDH1 R132H inh | RXFP1 agonist | TrxR1 substrate | Glioma ERSR ind | Vif-A3F inh | USP1-UAF1 inh | Vif-APOBEC3G blk
Cc1c(Cl)cccc1NC(=O)CNC(=O)C1CCN(C(=O)Nc2ccccc2)CC1 | -1 | 0 | 2% | -0.5% | 5% | -4% | -2% | -19% | -9%
CC(C)=C1C(=O)NN(c2ccc(F)c(Cl)c2)C1=O | -3 | 8 | 2% | -2.6% | 9% | -2% | -6% | -25% | -1%
COC(=O)CCCC1=CC2=C(c3ccccc3)C(=O)C(C)(OC(=O)C3CCCC3)C(=O)C2=CN1CC(C)C (centres undefined) | 1 | -4 | 12% | -2.9% | -5% | -6% | 4% | ? | 0%
Cc1ccc(NC(=O)c2ccc(F)cc2F)cc1NS(C)(=O)=O | -1 | -1 | 10% | 2.1% | 4% | 4% | 10% | -18% | 1%
Cc1cc(C(=O)c2ccc(Cl)cc2)c(NC(=O)CCl)s1 | -4 | 4 | 2% | 0.1% | 13%[57.1 µM] | ? | 0% | -29% | -14%
Cc1cc(C)c2[nH]c(=O)c(CN(CC3CCCO3)C(=O)c3cnccn3)cc2c1 (centres undefined) | 2 | 1 | 1% | -0.4% | -2% | -4% | -1% | -10% | 0%
Cc1ccc(-n2cc(C(=O)OCc3ccc(F)c(F)c3)c3ccccc3c2=O)cc1 | 1 | -3 | 15% | 9.2% | 2%[57.1 µM] | 0% | 0% | 11% | -2%
COc1cc(C)ccc1OCCCCOc1ccccc1C(C)=O | -5 | -3 | 3% | 6.3% | -3% | 0% | 4% | -25% | 0%
Cn1cnc(S(=O)(=O)N2CCC(C(=O)N3CCN(c4cccc(C(F)(F)F)c4)CC3)CC2)c1 | -2 | 5 | 12% | -1.9% | -1%[57.1 µM] | -2% | 4% | -16% | 6%
CC(C)N(C(=O)CSc1nnc(CSc2ncccn2)n1C)C(C)C | -4 | -8 | 0% | 0.4% | 0% | -3% | -2% | -2% | 2%
